Tb PGK inh: inhibitors of T. brucei phosphoglycerate kinase | AID 602233 | PGK/GAPDH coupled, Kinase-Glo luminescence, 60 min | 0.043% of 380,000 active | Potency, µM (highest dose often 57.5 µM), without a hit: at the highest dose activity change, negative = inhibition, usual class: inhibitors | P07378; note: % is set by controls: 0 for no effect and ±100 for the full control effect; nearly all actives have a fitted effect of over 60% in size
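Recombinant glycosomal PGK reaction used 1,3-bisphosphoglycerate generated in-well by GAPDH (100nM final) in 100mM TEA pH 7.6, 5mM MgCl2, 0.01% Tween-20. After 60 minutes at room temperature, ATP was read by Kinase-Glo Plus luminescence end-point.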
HP1b chromo inh: HP1-beta chromodomain-methylated histone interaction inhibition; P83916; AlphaScreen HP1-beta / biotin-H3K9me3 peptide binding; Potency, µM (doses to about 114 µM), without a hit: at the top dose activity change, negative = inhibition, hits mostly inhibitors; 0.56% of 390,000 active; AID 540317; note: nearly all actives have a fitted effect of over 70% in size; inactives centre near 23
Target sequence (P83916 whole entry, looked up): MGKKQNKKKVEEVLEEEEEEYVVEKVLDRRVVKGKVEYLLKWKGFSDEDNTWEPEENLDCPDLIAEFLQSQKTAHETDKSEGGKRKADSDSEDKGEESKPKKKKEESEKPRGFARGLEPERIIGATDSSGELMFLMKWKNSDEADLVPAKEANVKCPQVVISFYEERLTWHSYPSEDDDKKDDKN
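Compound inhibition of the preformed complex between 50 nM HP1-beta and 50 nM biotinylated H3K9me3 peptide was read by AlphaScreen. Buffer was PBS pH 7.4 with 0.01% Tween-20. Incubations ran 30 min at room temperature, with 10 ug/mL donor/acceptor beads.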
JMJD2A Tudor inh: JMJD2A Tudor domain (human) inhibition. O75164. AlphaScreen JMJD2A-Tudor / H3K4me3 peptide binding. Potency, µM (series often up to 114 µM), for inactives: at the highest dose activity change, negative = inhibition, actives largely listed as inhibitors. 4.4% of 390,000 active. AID 504339; note: % is set by controls: 0 for no effect and ±100 for the full control effect; nearly all actives have a fitted effect of over 50% in size
ALOX12 inh: blocks human arachidonate 12S-lipoxygenase. AID 1671190. P18054. Potency, µM (series often up to 108 µM), without a hit: at the highest dose activity change, negative = inhibition, actives largely listed as inhibitors. purified 12hLO, xylenol orange hydroperoxide absorbance. 1.1% of 580,000 active; note: % is set by controls: 0 for no effect and ±100 for the full control effect
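Purified human 12hLO (150 nM final) in 25 mM Hepes, 0.01% Triton X-100, pH 7.0 was preincubated 15 min at room temperature with compound. Then 40 uM arachidonic acid was added, 30 min. Hydroperoxide was read by Fe-XO absorbance ratio 573/405 nm.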
ERG-DNA inh: blocks human ERG Ets domain binding to DNA; Potency, µM (top dose mostly 76.9 µM), inactives show at the top dose FP activity, negative = inhibition, hits mostly inhibitors; AID 624246; fluorescence polarization, His-ERG Ets domain / labelled DNA; P11308; 0.028% of 370,000 active; active = well fitted inhibition curve with a large enough effect in the polarisation, with a control signal flat; inconclusive = small, poorly fitted or top-dose-only effect, or effect the other way, or a change in a side signal; inactive = no such curve, though single readings can be large or run the other way; the % refers to the polarisation;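 note: polarization taken with two DNA probes labelled with fluorescein and Texas red; % of control where 0% means no effect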
Target sequence (P11308 whole entry, looked up, the tested form may be a part): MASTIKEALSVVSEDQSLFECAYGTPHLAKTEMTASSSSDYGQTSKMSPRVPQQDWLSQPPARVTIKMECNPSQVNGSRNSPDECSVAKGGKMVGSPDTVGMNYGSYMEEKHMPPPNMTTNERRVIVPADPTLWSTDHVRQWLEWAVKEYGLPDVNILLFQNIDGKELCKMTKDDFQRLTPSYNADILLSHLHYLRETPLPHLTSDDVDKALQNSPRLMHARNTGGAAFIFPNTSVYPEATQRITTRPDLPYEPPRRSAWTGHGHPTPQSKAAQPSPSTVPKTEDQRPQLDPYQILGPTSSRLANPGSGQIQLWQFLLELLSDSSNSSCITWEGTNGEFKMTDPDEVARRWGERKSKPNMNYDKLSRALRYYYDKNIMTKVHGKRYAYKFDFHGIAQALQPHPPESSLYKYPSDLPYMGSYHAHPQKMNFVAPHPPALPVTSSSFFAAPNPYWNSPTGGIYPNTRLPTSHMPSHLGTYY
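His-tagged ERG Ets domain (1 uM in the protein solution; 300mM KCl, 50mM Tris-HCl, 1mM EDTA, 1mM DTT, pH 7.5) received compound, then a probe mix of 5 nM fluorescein-DNA and 100nM Texas-615-DNA. Fluorescence polarization was read for both dyes.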
Pin1 inh: blocks the human prolyl isomerase Pin1. Pin1 FP peptide displacement, HiFluor488, 10 min. Q13526. Potency, µM (top dose mostly 115 µM), for inactives: at the highest dose activity, negative = inhibition, most hits filed as inhibitors. 0.009% of 390,000 active; active = well fitted inhibition curve with a large enough effect in the polarisation, with a control signal flat, not every such curve was filed as active; inconclusive = small, poorly fitted or top-dose-only effect, or effect the other way, or a change in a side signal; inactive = no such curve, though single readings can be large or run the other way; the % refers to the polarisation; note: % is set by controls: 0 for no effect and ±100 for the full control effect
Target sequence (Q13526 whole entry, looked up): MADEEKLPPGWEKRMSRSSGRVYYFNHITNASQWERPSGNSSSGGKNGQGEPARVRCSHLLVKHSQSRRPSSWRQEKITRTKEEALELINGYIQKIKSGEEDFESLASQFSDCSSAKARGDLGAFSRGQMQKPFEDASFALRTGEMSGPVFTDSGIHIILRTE
GLS inhibitor: blocks human kidney-isoform glutaminase activity | O94925 | GLS enzymatic activity, qHTS titration | Potency, µM (highest dose often 45.5 µM), for inactives: top-dose activity change, negative = inhibition, actives largely listed as inhibitors | 0.21% of 410,000 active | AID 624170; note: % is set by controls: 0 for no effect and ±100 for the full control effect
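hKGA in 45 mM KH2PO4 (pH 8.2), 0.02% Tween-20 with compound, then 1mM L-Glutamine (stock as added) plus glutamate oxidase/HRP/Amplex red coupling mix. Fluorescence read initially and after 30 min at RT; signal change reflects glutamate formation.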
RGS4 inh: blocks human RGS4-accelerated GTP hydrolysis. P49798. Transcreener GDP fluorescence polarization, RGS4-accelerated GTP hydrolysis. Potency, µM (highest dose often 114 µM), for the others: at the highest dose activity change, negative = inhibition, most hits filed as inhibitors. 0.039% of 390,000 active. AID 504845; note: % is set by controls: 0 for no effect and ±100 for the full control effect; nearly all actives have a fitted effect of over 75% in size; some results filed as inactive show a strong effect at the top dose
Target sequence (P49798 whole entry, looked up): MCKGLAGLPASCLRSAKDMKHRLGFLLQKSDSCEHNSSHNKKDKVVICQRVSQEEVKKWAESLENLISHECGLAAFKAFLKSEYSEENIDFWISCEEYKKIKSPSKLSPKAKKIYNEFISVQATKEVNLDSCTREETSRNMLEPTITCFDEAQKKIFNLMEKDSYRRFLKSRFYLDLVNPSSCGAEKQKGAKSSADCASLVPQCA
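MLSMR compounds (23 nl, pin-transferred) preincubated 10 min at room temperature with a 500nM (2x) first reagent, then RGS4 at 900nM (2x) plus Transcreener GDP mix added; fluorescence polarization (620/688 nm) read before and after 90 min at 30 °C.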
TrxR1 inh: blocks rat thioredoxin reductase 1; recombinant rTrxR1, NADPH fluorescence consumption, selenite substrate; Potency, µM (titrated, usually from 114 µM), inactives show at the highest dose activity change, negative = inhibition, actives largely listed as inhibitors; 1% of 390,000 active; note: % is set by controls: 0 for no effect and ±100 for the full control effect; nearly all actives have a fitted effect of over 65% in size
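Rat TrxR1 (90 nM in the dispensed reagent) was pre-reduced with 400 uM NADPH for 5 min at room temperature, then incubated with compound for 15 min. After 400 uM selenite was added, NADPH fluorescence (Ex 340/Em 450 nm) was followed for 8 min.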
* = called active by the depositor; i = inactive; ? = inconclusive; . = not tested or not shown; [ ] = dose if it differs, or a comment. Unless noted, calls come from the whole dose curve; as a rule, active = well fitted curve in the direction sought with a large enough effect; inconclusive = small, poorly fitted or top-dose-only effect, or another doubt; inactive = no such curve, though single readings can be large; an effect the other way counts as inactive or inconclusive. Potency is the fitted concentration of half-maximal effect.

| compound | Tb PGK inh | HP1b chromo inh | JMJD2A Tudor inh | ALOX12 inh | ERG-DNA inh | Pin1 inh | GLS inhibitor | RGS4 inh | TrxR1 inh |
| --- | --- | --- | --- | --- | --- | --- | --- | --- | --- |
| CCCc1nnc(SCC(=O)Nc2ccccc2Cl)n1CC1CCCO1 (configuration not stated) | 2% | -12% | -6% | -13% | 3% | -5% | -2% | -1% | 6%[57.1 µM] |
| O=C(CNC(=O)C1CCCCC1)Nc1ccccc1Cl | -9% | 25% | 2% | -7% | 8% | -3% | -5% | 4% | -16% |
| Cn1c(SCc2ccc([N+](=O)[O-])cc2)nnc1-c1ccncc1 | -6% | 36% | 3% | 7% | -13% | -3% | -1% | 4% | 5% |
| COc1ccc(-n2c(SCC(=O)N(C)C3CCS(=O)(=O)C3)nc3ccc(O)cc3c2=O)cc1OC (configuration not stated) | i | 5% | -19% | -7% | -3% | 13% | -7% | -16% | 8% |
| S=C(Nc1cccc(Cl)c1Cl)Nn1cnnc1 | 5% | ? | ? | ? | 8% | 5% | 1% | -28% | -10% |
| Cc1ccc(CN2CCN(Cc3cnc(N4CCOCC4)s3)CC2CCO)o1 (configuration not stated) | 7% | 32% | -5% | -4% | 13% | 10% | 1% | 10% | 12% |
| CCCc1cc(C(=O)NNC(=S)NCc2ccccc2)cs1 | i | 11% | -13% | ? | 2% | 0% | 3% | -47% | -13% |
| O=C(C1CCCCC1)N1CCCc2ccccc21 | 3% | 49%[activator] | 19% | -8% | 10% | 0% | 8% | -22% | 14%[57.1 µM] |

Later entries:
| compound | Tb PGK inh | HP1b chromo inh | JMJD2A Tudor inh | ALOX12 inh | ERG-DNA inh | Pin1 inh | GLS inhibitor | RGS4 inh | TrxR1 inh |
| --- | --- | --- | --- | --- | --- | --- | --- | --- | --- |
| CC1CCCCC1NC(=O)c1ccc2c(c1)OCCO2 (configuration not stated) | -1% | 21% | -7% | -6% | . | -1% | 2% | -34% | -2% |
| COc1ccc(CC(=O)O/N=C(\N)Cc2ccc([N+](=O)[O-])cc2)cc1 | -7% | -4% | -16% | ? | 3% | 0% | 2% | -5% | 12%[57.1 µM] |
| CCOc1ccc(OCCOc2ccc(/C=C/C(=O)O)cc2OCC)cc1 | -6% | 6% | -7% | -6% | 10% | 0% | 0% | -17% | 23%[57.1 µM] |
| COc1c(Cl)cc(Cl)cc1C(=O)Nc1ccc(CN2CCOCC2)cc1 | i | 17% | -14% | 11% | 6% | -3% | -3% | 14% | 13% |
| Cn1c(=O)c(=O)n(C)c2cc(N3CCCCC3)c(NS(=O)(=O)c3ccc(Br)cc3)cc21 | -13% | 31% | -17% | ? | -8% | -9% | 0% | -19% | 4% |
| O=C(CCc1ccccc1)NC(NC(=S)Nc1ccc(Cl)cc1)C(Cl)(Cl)Cl (configuration not stated) | -6% | -7% | -15%[11.4 µM] | -30% | -10% | 11% | -1% | -25%[11.4 µM] | 12% |
| COc1ccc(C(=O)N/N=C/c2ccc3cccc(O)c3n2)cc1 | 9% | 26% | -18% | -9% | 0% | 3% | 6% | -9% | 18% |
| NC(=O)C1CCN(c2nc(-c3ccccc3N)cs2)CC1 | i | 49%[activator] | -14% | -26% | . | -8% | 2% | -2% | 15% |

5 entries from above, with values ahead of the structure:
Tb PGK inh,HP1b chromo inh,JMJD2A Tudor inh,ALOX12 inh,ERG-DNA inh,Pin1 inh,GLS inhibitor,RGS4 inh,TrxR1 inh,SMILES
-13%,31%,-17%,?,-8%,-9%,0%,-19%,4%,Cn1c(=O)c(=O)n(C)c2cc(N3CCCCC3)c(NS(=O)(=O)c3ccc(Br)cc3)cc21
-6%,6%,-7%,-6%,10%,0%,0%,-17%,23%[57.1 µM],CCOc1ccc(OCCOc2ccc(/C=C/C(=O)O)cc2OCC)cc1
-7%,-4%,-16%,?,3%,0%,2%,-5%,12%[57.1 µM],COc1ccc(CC(=O)O/N=C(\N)Cc2ccc([N+](=O)[O-])cc2)cc1
-6%,-7%,-15%[11.4 µM],-30%,-10%,11%,-1%,-25%[11.4 µM],12%,O=C(CCc1ccccc1)NC(NC(=S)Nc1ccc(Cl)cc1)C(Cl)(Cl)Cl (configuration not stated)
i,17%,-14%,11%,6%,-3%,-3%,14%,13%,COc1c(Cl)cc(Cl)cc1C(=O)Nc1ccc(CN2CCOCC2)cc1

Continued:
| compound | Tb PGK inh | HP1b chromo inh | JMJD2A Tudor inh | ALOX12 inh | ERG-DNA inh | Pin1 inh | GLS inhibitor | RGS4 inh | TrxR1 inh |
| --- | --- | --- | --- | --- | --- | --- | --- | --- | --- |
| CCOC(=O)c1c(NC(=O)c2cc(=O)c3cc(Cl)ccc3o2)sc(C)c1C | 0% | 57%[activator] | 7% | -26% | 1% | -1% | 2% | -26% | -24% |
| Cc1ccc(S(=O)(=O)NC(=NC2CCCCC2)c2ccc(Cl)cc2)cc1 | -4% | 22% | -2% | . | -10% | -4% | 0% | -4% | 10% |
| COC(=O)COc1ccc(C2Nc3c(Cl)ccc(C(=O)O)c3C3C=CCC32)cc1 (configuration not stated) | -10% | ? | 45µM* | ? | 19% | . | ? | ? | 13µM* |
| CC(CC(=O)NCc1ccc(F)cc1)c1ccccc1 (configuration not stated) | -4% | 38% | -8% | 6% | -3% | 3% | -1% | -11% | 13% |
| COc1ccc(/C=C(/C#N)S(=O)(=O)c2ccc(C)cc2)cc1 | -10% | 31% | -16% | -4% | -2% | 6% | 1% | -29% | -1% |
| COc1ccc(Cl)cc1NC(=O)CN(C)C(=O)CN1C(=O)NC(C)(c2ccc3ccccc3c2)C1=O (configuration not stated) | 8% | 7% | -21% | 158%[activator] | 6% | 0% | -2% | 0% | -3% |
| COc1ccc(C[C@@H]2OC3(C=CC(=O)C=C3)O[C@H]2Cc2ccc(OC)cc2)cc1 | i | 17% | -19% | . | . | 14% | -2% | ? | 0.56µM* |
| Cc1cc(=O)n2[nH]c(SCc3ccccc3)nc2n1 | 9% | 26% | 19% | 0% | -7% | -1% | -2% | 11% | 20%[57.1 µM] |

Other records.
Below each compound: Tb PGK inh | HP1b chromo inh | JMJD2A Tudor inh | ALOX12 inh | ERG-DNA inh | Pin1 inh | GLS inhibitor | RGS4 inh | TrxR1 inh
> C/C(=N\Nc1ccc(S(N)(=O)=O)cc1[N+](=O)[O-])c1ccc2c(c1)OCO2
    -6% | -13% | -30% | ? | 9% | 5% | 0% | -5% | 29%[57.1 µM]
> NC(=O)c1ccsc1NC(=O)CSc1ncnc2sccc12
    9% | 27% | -5% | -6% | 8% | ? | 4% | -12% | -2%
> Cc1ccccc1N(CC(=O)Nc1ccc(S(=O)(=O)N2CCOCC2)cc1)S(C)(=O)=O
    -8% | 53%[activator] | -2% | 0% | 9% | 2% | -7% | -20% | 11%[57.1 µM]
> COc1ccc(CCNC(=O)CN2CCN(Cc3ccccc3F)C2=O)cc1OC
    -4% | -17% | -20% | 5% | 2% | -6% | 0% | 5% | 14%
> Cc1ccc(C(=O)Nc2nnc(-c3ccco3)o2)cc1
    i | 24% | ? | ? | -4% | 2% | 2% | 6% | -9%
> O=C(Nc1ccccc1Cl)c1ccccc1Cc1ccccc1
    -12% | 210% | 93%[activator] | -2% | -16% | 11% | -7% | -45% | -8%
> Fc1ccc(Nc2nnc(C(F)(F)F)s2)cc1Cl
    1% | 46%[activator] | 23% | ? | -2% | 0% | 5% | -20% | 7%[57.1 µM]
> O=c1oc(C2(O)CCCCC2)cc2ccc(Br)cc12
    12% | 33% | -10% | 0% | -3% | 1% | 4% | 25% | 1%
> O=[N+]([O-])c1ccccc1S(=O)(=O)N/C(=N/S(=O)(=O)c1ccccc1)c1ccccc1
    2% | 11% | -19% | -21% | 23% | -2% | 38%[activator] | -8% | 7%
> CC(=O)C1=C(C)NC(SCC(N)=O)=C(C#N)C1c1cccnc1 (configuration not stated)
    . | 33% | -19% | -6% | . | -2% | 13% | -21% | 10%[2.29 µM]
> CCOC(=O)c1ccc(NS(=O)(=O)c2ccc(SC)cc2)cc1
    -7% | 26% | -28% | -16% | -6% | 1% | 1% | -2% | 10%
> COc1cc2oc(=O)cc(-c3ccc(-c4ccc(C#N)cc4)cc3)c2c(OC)c1OC
    -3% | 26% | -20% | -15% | -3% | 3% | 1% | 25% | 14%
> O=C(CSc1nnc(-c2ccccc2)o1)N1CCCC1
    -2% | -1% | -16% | -27% | -2% | -4% | -6% | 16% | 11%
> CCCCn1c(N)c(N(CCOC)C(=O)C2CCCN(C(=O)c3ccc(Cl)cc3)C2)c(=O)[nH]c1=O (configuration not stated)
    -11% | 35% | -8% | -39% | -2% | -9% | 7% | -27% | -8%[57.1 µM]
> Cc1ccc(S(=O)(=O)c2nnn3c2nc(N2CCC(C(N)=O)CC2)c2cc(Cl)ccc23)cc1C
    4% | 23% | -7% | -29% | -2% | 16% | 1% | -26% | 18%
> NCCc1nnc(SCC(=O)c2ccc(Cl)cc2)o1
    4% | 18% | -3% | 150%[activator] | 3% | 5% | 4% | -19% | -1%[57.1 µM]
> Cc1cccn2c(=O)c3cc(C(=O)NC(C)c4ccccc4)c(=N)n(CCCO)c3nc12 (configuration not stated)
    -7% | 34% | -10% | -17% | 10% | 2% | 5% | 6% | 189%[activator]
> CCCc1cc(C(=O)Nc2cccc(C(C)=O)c2)no1
    -4% | 22% | -15% | 4% | -2% | 4% | 10% | 17% | 21%[57.1 µM]

Only part of the results is shown; count on the stated rates, not on these rows.
